Screens as filed in PubChem BioAssay.
NPC1 prom act: activates the NPC1 promoter; Huh7 NPC1 promoter luciferase reporter, 24 h; Potency, µM (titrated, usually from 9.22 µM), without a hit: at the highest dose activation, hits mostly activators; hit rate 2.4% among 320,000; AID 485313;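 also: potency is read from the fitted curve at half-maximal effect; % of control where 0% means no effect; nearly all actives have a fitted effect of over 60% in size; reporter is driven by a mutant NPC1 promoter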
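Huh7 reporter cells (NPC1 promoter driving luciferase) are dosed with compound for 24 h at 37 °C, 5% CO2; luciferase detection reagent is then added and luminescence measured after 10 min at ambient temperature.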
Tb PFK block: blocks T. brucei phosphofructokinase | T. brucei PFK, ADP-Glo luminescence | Potency, µM (series often up to 57.5 µM), inactives show at the top dose activity, negative = inhibition, usual class: inhibitors | O15648 | AID 485367 | hit rate 0.17% among 330,000;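 also: potency is read from the fitted curve at half-maximal effect; 0% = uninhibited 1x PFK enzyme wells and -100% = no-enzyme wells; nearly all actives have a fitted effect of over 60% in size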
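ADP-Glo luminescence quantified ADP after 45 min at room temperature, with 1.25 nM T. brucei PFK, 0.1 mM ATP and 0.5 mM fructose-6-phosphate in pH 8.0 TEA buffer. qHTS titrations up to 57 µM; curves classified by quality.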
ELG1 repair inh: ELG1-dependent DNA repair inhibition | HEK293T ELG1-luciferase reporter, luminescence, 16 h; DNA damage induced by 5-fluorouridine | Potency, µM (doses to about 46.1 µM), without a hit: at the top dose activity change, negative = inhibition, most hits filed as inhibitors | hit rate 2.3% among 330,000; also: potency is read from the fitted curve at half-maximal effect; % is scaled to controls: 0 for no effect and ±100 for the full control effect; nearly all actives have a fitted effect of over 55% in size
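In this reporter screen, reduction of luminescence relative to DMSO vehicle indicated activity. Compounds and 5-fluorouridine were added together to 2,000 cells per well, incubated for 16 hr at 37 °C, then developed with ONE-Glo.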
TRPV1 agonist: human TRPV1 agonism; TRPV1-expressing cells, Fluo-8 calcium influx, agonist mode; hit rate 0.19% among 320,000; AID 540275; activation, % at 8.33 µM; in the data active = activation above about 80%; inconclusive = between about 30% and that limit; also: 0% is about no effect
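TRPV1-expressing cells were cultured overnight at 35.5C and loaded with Fluo-8 calcium dye for 40 to 90 min at room temperature. After a 10 s baseline, compound was added and calcium influx was read kinetically for 3 min (ex 480/em 520 nm).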
p53 reactivator: restores transcriptional activity of mutant p53. H1299 p53-A138V BP100-luciferase reporter, luminescence, 24 h. Potency, µM (titrated, usually from 92.2 µM), for the others: at the top dose activity change, positive = activation, most hits filed as activators. hit rate 0.063% among 320,000; also: potency is read from the fitted curve at half-maximal effect; % of control where 0% means no effect; nearly all actives have a fitted effect of over 45% in size
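H1299 (p53-null), stable ts p53-A138V + BP100-Luc; 1000 cells/well, Opti-MEM/10% FBS; cpd 4 pt, 1:5; 24 h, 37 deg C, 5% CO2; detection reagent 10 min RT; luminescence.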
FLuc counter: firefly luciferase modulation, counter-screen for miR-21 project; purified FLuc, Km substrates, luminescence inhibition; Potency, µM (top dose mostly 57.5 µM), for the others: at the top dose activity change, negative = inhibition, most hits filed as inhibitors; hit rate 6.9% among 360,000; AID 588342;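 also: potency is read from the fitted curve at half-maximal effect; plate controls were vehicle for no effect and reference inhibitor for full effect; nearly all actives have a fitted effect of over 55% in size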
Target sequence (P08659 whole entry, looked up): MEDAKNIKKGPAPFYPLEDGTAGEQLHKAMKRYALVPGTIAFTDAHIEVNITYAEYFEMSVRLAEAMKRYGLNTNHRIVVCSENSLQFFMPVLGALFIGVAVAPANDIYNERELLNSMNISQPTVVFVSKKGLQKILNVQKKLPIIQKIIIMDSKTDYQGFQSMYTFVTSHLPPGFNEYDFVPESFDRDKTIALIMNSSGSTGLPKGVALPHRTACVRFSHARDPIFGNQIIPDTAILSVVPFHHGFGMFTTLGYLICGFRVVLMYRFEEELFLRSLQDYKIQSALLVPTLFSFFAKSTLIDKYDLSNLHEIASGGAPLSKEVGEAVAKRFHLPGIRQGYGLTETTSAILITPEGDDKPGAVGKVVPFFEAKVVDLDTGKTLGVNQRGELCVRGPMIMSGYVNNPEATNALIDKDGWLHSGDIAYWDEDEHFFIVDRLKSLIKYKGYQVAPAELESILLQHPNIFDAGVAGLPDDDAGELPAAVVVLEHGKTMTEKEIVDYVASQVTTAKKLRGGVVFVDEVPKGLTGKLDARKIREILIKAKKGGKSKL
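Purified P. pyralis luciferase (10nM final) with 10uM D-luciferin and 10uM ATP (Km levels) in 50mM Tris acetate pH 7.5, 10mM Mg acetate, 0.01% Tween-20, 0.05% BSA; qHTS 6-point titration, ~60 µM downward; luminescence read.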
ELG1 genotox: genotoxicity induction in ELG1-luciferase HEK293T cells; HEK293T ELG1-luciferase reporter, luminescence, 16 h; hit rate 1.3% among 330,000; Potency, µM (doses to about 46 µM), for the others: at the top dose activity change, positive = activation, usual class: activators; also: potency is read from the fitted curve at half-maximal effect; % of control where 0% means no effect; nearly all actives have a fitted effect of over 60% in size
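16 hr compound incubation (37 °C, 5% CO2) of HEK293T cells carrying luciferase-tagged ELG1; luciferase then measured by ONE-Glo luminescence after 30 min at RT.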
BRCA1 expr act: BRCA1 expression activation; MCF7-BRCA1-FFLuc reporter, luminescence, 48 h; response scale: scaled: vehicle 0%, 10 µM genistein 100%; Potency, µM (highest dose often 46.1 µM), for inactives: top-dose activation, usual class: activators; hit rate 1.1% among 380,000; also: potency is read from the fitted curve at half-maximal effect; nearly all actives have a fitted effect of over 80% in size; some results filed as inactive show a strong effect at the top dose
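First, MCF7-BRCA1-FFLuc cells (2000/well) attach for 2 h; next, compounds are pin-added and incubated 48 h at 37 °C; finally, luciferase reagent is added and luminescence read after 15 min.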
Rab9 prom act: Rab9 promoter activation; Huh7 Rab9 promoter-luciferase reporter, luminescence, 24 h; Potency, µM (titrated, usually from 9.22 µM), for inactives: top-dose activation, negative = inhibition, most hits filed as activators; hit rate 2.8% among 320,000; AID 485297; also: potency is read from the fitted curve at half-maximal effect; % of control where 0% means no effect; nearly all actives have a fitted effect of over 60% in size
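Huh7 cells stably carrying a Rab9 promoter-luciferase reporter, 1500 cells per well in OP-MEM I with 10% FBS, treated with compound 24 hours at 37C. Luciferase activity read by luminescence after 10 minutes with Amplite reagent.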
VP16 counter: inhibits Gal4-VP16 luciferase reporter, ROR gamma counter-screen; Potency, µM (series often up to 53.6 µM), without a hit: at the highest dose activity, negative = inhibition, hits mostly inhibitors; hit rate 3.5% among 310,000; Drosophila S2 Gal4-VP16 UAS-luciferase, luminescence, 20 h;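 also: Gal4-VP16 expression switched on by copper sulfate through the metallothionein promoter; potency is read from the fitted curve at half-maximal effect; % is scaled to controls: 0 for no effect and ±100 for the full control effect; nearly all actives have a fitted effect of over 50% in size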
RORg inh: blocks mouse ROR gamma transcriptional activity | Potency, µM (series often up to 53.6 µM), without a hit: at the highest dose activity change, negative = inhibition, most hits filed as inhibitors | AID 2551 | P51450 | Drosophila S2 Gal4-RORgamma UAS-luciferase reporter, 20 h | hit rate 5.4% among 310,000; also: potency is read from the fitted curve at half-maximal effect; % is scaled to controls: 0 for no effect and ±100 for the full control effect; nearly all actives have a fitted effect of over 60% in size
Target sequence (P51450 whole entry, looked up, the tested form may be a part): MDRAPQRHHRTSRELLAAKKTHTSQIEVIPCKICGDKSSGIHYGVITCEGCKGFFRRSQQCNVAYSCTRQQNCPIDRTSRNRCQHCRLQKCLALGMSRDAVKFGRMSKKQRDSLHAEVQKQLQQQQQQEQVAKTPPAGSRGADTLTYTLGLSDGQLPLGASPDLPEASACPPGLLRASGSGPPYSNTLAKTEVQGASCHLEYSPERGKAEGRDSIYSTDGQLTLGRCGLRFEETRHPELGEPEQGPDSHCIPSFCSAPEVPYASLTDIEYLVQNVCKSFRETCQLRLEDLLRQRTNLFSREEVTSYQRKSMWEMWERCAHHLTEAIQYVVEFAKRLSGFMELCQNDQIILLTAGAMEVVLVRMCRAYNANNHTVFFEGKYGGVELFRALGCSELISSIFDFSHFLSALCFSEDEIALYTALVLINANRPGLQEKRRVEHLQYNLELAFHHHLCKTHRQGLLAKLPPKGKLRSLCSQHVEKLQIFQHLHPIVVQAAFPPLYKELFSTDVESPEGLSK
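Compounds are pin-transferred onto Drosophila Schneider cells expressing a copper-inducible Gal4–ROR gamma transactivation domain fusion. After 1 hr, copper sulfate is added to 700 uM final; luciferase is read 20 hr later.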
* = called active by the depositor; ? = inconclusive; . = no result given; & = joins results of further samples; [ ] = dose if it differs, or a comment. Unless noted, calls follow the shape of the dose curve; as a rule, active = well fitted curve in the direction sought with a large enough effect; inconclusive = small, poorly fitted or top-dose-only effect, or another doubt; inactive = no such curve, though single readings can be large; an effect the other way counts as inactive or inconclusive.

SMILES	NPC1 prom act	Tb PFK block	ELG1 repair inh	TRPV1 agonist	p53 reactivator	FLuc counter	ELG1 genotox	BRCA1 expr act	Rab9 prom act	VP16 counter	RORg inh
CCN=C1SC(CC(N)=O)C(=O)N1CC (configuration not stated)	-30.8%[inhibitor]	-11.8%	0.0%	-2.4	-2.5%	5.1%	-3.6%	-12.0%	-19.7%	8.2%	6.6%
OC(COc1ccc(CNCCc2ccccc2F)cc1)CN1CCCCC1 (configuration not stated)	1.9%	2.7%	2.2%	2.2	3.9%	1.0%	-0.1%	-33.5%	4.7%	2.9%	27.8%
Cc1cccc(NC(=O)CC2c3ccccc3Oc3ccccc32)c1	1.1%	-0.5%	1.7%	?	-1.3%	-0.9%	-1.1%	6.1%	-6.9%	?	8.8%
CCC(C)C(NC(=O)C(C)NC(=O)CNC(=O)CNC(=O)OCc1ccccc1)C(=O)OC (configuration not stated)	-4.5%	4.2%	-3.7%	-0.7	-3.8%	-0.8%	-0.1%	1.2%	0.8%	5.7%	-13.6%
Cc1noc(C)c1C(=O)OCC(=O)Nc1ccccc1SCC#N	8.4%	8.0%	?	2.9	9.3%	-13.0%	-2.5%	-5.6%	-1.3%	.	.
NC(=O)c1[nH]cnc1N	-4.3%&-2.8%	0.4%&-4.6%	14.2%&-3.4%	-1.5&-1.0	2.4%	1.4%&-1.4%	6.9%&4.4%	17.7%&-4.2%	-0.3%&14.8%	-0.5%&4.1%	-24.7%&1.8%
COc1ccc(N2CCN(CC(=O)NC(=O)NCc3ccco3)CC2)cc1	-0.5%	-1.4%	0.4%	2.4	4.5%	-0.2%	2.8%	-8.3%	0.5%	-0.2%	-18.0%
O=S(=O)(NCc1ccccc1)c1ccc(F)cc1Br	-2.7%	4.1%	-5.0%	-1.9	-0.1%	-0.2%	-3.4%	13.9%	0.3%	-5.7%&0.4%	20.4%&-22.6%
O=C(O)c1ccccc1N=Nc1c(O)[nH]c2ccc([N+](=O)[O-])cc12	15.0%	0.3%	15.2%	2.5	4.0%	?	2.1%	58.4%	5.6%	0.8%	5.1%
CCOc1ccc(NC(=O)COC(=O)CN2CCCCCC2=O)cc1	.	4.7%	-1.6%	.	-3.9%	.	-1.1%	-0.9%	.	.	.
Cc1noc(C)c1COc1cccc(C(=O)NCc2ccccc2Cl)c1	-2.1%	-4.6%	?	7.6	-2.4%	3.6%	1.3%	-14.3%	-2.5%	5.5%	-30.0%
COc1ccc(NC(=S)N/N=C2/CCCc3c(C)cc(C)cc32)cc1	-0.1%	-1.8%	1.9%	-1.1	-4.0%	2.9%	1.4%	-5.4%	3.7%	?	2.82µM*
O=C(c1ccco1)N1CCN(C(c2cccs2)c2nnnn2C2CCCC2)CC1 (configuration not stated)	-1.4%	-17.8%	2.7%	4.6	-7.6%	4.6%	2.3%	2.0%	-3.5%	6.4%	5.7%
O=C(CN1C(=O)C(=O)N(C2CCCC2)C1=O)Nc1ccc([N+](=O)[O-])cc1	0.2%	-0.2%	0.4%	0.7	4.3%	0.0%	5.1%	-6.6%	-4.5%	.	.
CN1CCC(=NNC(=O)COc2ccc(Cl)cc2)CC1	-0.8%	-25.8%	-4.7%	0.7	1.0%	5.2%	0.5%	-2.3%	1.3%	1.9%	-19.8%
Cc1occc1-c1nnc(SCC(=O)Nc2ccc3c(c2)OCO3)n1CC1CCCO1 (configuration not stated)	-1.3%	1.1%	-10.4%	-1.0	-2.2%	-0.4%	-4.6%	8.7%	1.4%	1.5%	5.0%[10 µM]
O=C(CCCOc1ccccc1)N1CCN(c2ccccc2)CC1	3.55µM*	-0.3%	?	25.0	?	9.53µM*	9.2µM*	?	2.82µM*	-1.2%	26.0%
O=C(OC(C(=O)NC1CCCCC1)c1ccccc1)c1ccco1 (configuration not stated)	-1.6%	-2.3%	-4.3%	-0.5	-5.5%	0.1%	0.3%	-14.6%	0.1%	-7.0%	?
COc1ccc(/C=C/C(=O)NC(=S)N2CCCCC2)cc1OC	-2.0%	6.0%	7.9%	0.1	-3.8%	0.7%	4.1%	-25.1%	-0.2%	?	?
O=C(N/N=C/c1ccncc1)c1ccc(-n2cccc2)cc1	-4.2%	3.8%	-0.4%	?	-9.6%	-18.3%	3.0%	-25.7%	1.7%	-3.7%	-6.1%
CCOc1ccccc1CN1C(=O)c2ccccc2C1C(=O)NCC1CCCO1 (configuration not stated)	0.0%	-0.3%	-1.4%	-1.5	6.4%	-0.5%	-4.3%	-9.0%	-2.5%	?	42.4%
Cc1ccc(C(C)C)c2c1C(c1ccc3c(c1)OCO3)CC(=O)O2 (configuration not stated)	.	-2.4%	1.5%	.	-7.2%	.	1.3%	-3.6%	.	1.4%	28.4%
O=C(CSc1nnc2ccc(-c3cccnc3)nn12)Nc1ccc(F)cc1F	1.4%	-2.9%	6.3%	-0.3	1.5%	-5.2%	-0.4%	-31.6%	2.5%	-6.1%	5.1%
CC1CCCN(CCCNC(=O)c2nn(C)c3c2CSc2ccccc2-3)C1 (configuration not stated)	-0.9%	-0.4%	?	1.8	2.3%	2.3%	?	-4.7%	-1.0%	5.2%	2.7%
Cc1ccc(N2CC(C(=O)NC3=NCCS3)CC2=O)cc1C (configuration not stated)	-3.2%	0.7%	0.0%	1.0	-7.1%	-4.0%	0.8%	-6.8%	1.5%	-6.1%	1.0%
Later entries.
SMILES	NPC1 prom act	Tb PFK block	ELG1 repair inh	TRPV1 agonist	p53 reactivator	FLuc counter	ELG1 genotox	BRCA1 expr act	Rab9 prom act	VP16 counter	RORg inh
COc1ccc(C(C)=O)cc1COc1ccc(F)cc1	-9.5%	1.7%	14.2%	4.9	-2.0%	6.2%	-2.5%	-25.4%	-3.9%	-10.7%	-19.3%
COc1ccccc1CCc1nnc(N)s1	0.1%	-1.7%	5.6%	-6.6	.	-0.3%	0.4%	-12.7%	5.0%	.	.
CCCCCCOc1ccc(OCC(O)CN2C(=O)NC(C)(C)C2=O)cc1 (configuration not stated)	?	-0.9%	?	17.9	19.3%	?	?	?	?	11.1%	9.2%
COc1ccc(CC(=O)OC(C)C(=O)NCc2ccc3c(c2)OCO3)cc1OC (configuration not stated)	-0.5%	-0.6%	0.9%	28.5	-1.3%	-0.5%	1.7%	2.9%	-7.1%	.	.
Cc1occc1-c1nnc(SCC(=O)NCc2cccs2)n1-c1ccc(F)cc1	4.6%	-3.7%	?	-0.4	-7.5%	-2.1%	-11.1%	-11.9%	-0.9%	2.5%	-32.5%
CS(=O)(=O)N(CC(=O)Nc1ccccc1C(=O)N1CCCC1)c1ccccc1Br	0.4%	-0.1%	-0.3%	?	15.4%	5.8%	3.9%	0.6%	-4.5%	-11.1%	-11.9%
CCN(CC)S(=O)(=O)c1ccc(C(=O)NCCN(C)C)cc1	-2.4%	0.4%	-17.0%	-0.9	-0.2%	7.0%	1.3%	10.7%	-4.0%	8.4%[10 µM]	8.3%
CC(C(=O)N1CCN(Cc2ccc3c(c2)OCO3)CC1)n1cc([N+](=O)[O-])cn1 (configuration not stated)	1.4%	2.0%	-5.1%	1.4	-0.8%	4.2%	-5.0%	-19.4%	-7.1%	-10.5%	39.8%
Nc1nc(-c2ccc(Oc3ccccc3)cc2)cs1	?	2.9%	?	0.9	28.5%	13.5µM*	?	11.2µM*	?	-8.9%	22.9%
Fc1ccc(OCc2nnc(-c3ccccc3Br)o2)c(Cl)c1	?	-3.6%	?	3.2	?	9.53µM*	2.31µM*	?	2.51µM*	21.1%	-3.9%

RORg inh, entries above that show a hit
canonical_smiles,NPC1 prom act,Tb PFK block,TRPV1 agonist,p53 reactivator,BRCA1 expr act,Rab9 prom act,RORg inh
COc1ccc(NC(=S)N/N=C2/CCCc3c(C)cc(C)cc32)cc1,-0.1%,-1.8%,-1.1,-4.0%,-5.4%,3.7%,2.82µM*

Part of the list above, showing only BRCA1 expr act, ELG1 genotox and p53 reactivator.
Structure	BRCA1 expr act	ELG1 genotox	p53 reactivator
CCN(CC)S(=O)(=O)c1ccc(C(=O)NCCN(C)C)cc1	10.7%	1.3%	-0.2%
CC(C(=O)N1CCN(Cc2ccc3c(c2)OCO3)CC1)n1cc([N+](=O)[O-])cn1 (configuration not stated)	-19.4%	-5.0%	-0.8%
